TPT1 inh: blocks Candida albicans tRNA 2'-phosphotransferase; recombinant caTPT1, FP RNA substrate dephosphorylation; inhibition, % at 5 µM; 0.81% of 300,000 active; AID 1962;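 active = inhibition above the mean of all tested compounds plus 3 SD, set per screening campaign, cut at about 24% in these data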;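 also: plate controls were DMSO alone for no effect and ferristatin control at 100 nM for full effect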
core dimer inh: HCV core protein dimerization inhibition | inhibition, % at 5 µM | TR-FRET GST/Flag-core106 dimerization, 1536-well | 0.33% of 300,000 active;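 active = inhibition above the mean of all tested compounds plus 3 SD, set per screening campaign, cut at about 45% in these data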
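System – GST-tagged and Flag-tagged HCV core protein residues 1-106 · Repeats – one well for each compound · Technique – TR-FRET 671 and 617 nm emission · Doses – one concentration, 5 µM, in 0.5% DMSO · Times – 4 h, 22.5 °C incubation · Also added – Eu donor and XL665 acceptor anti-tag antibodies · Measure – percent inhibition of core106 dimerization signal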
JMJD2C inh: human JMJD2C demethylase inhibition; GST-JMJD2C(1-420) H3K9me3 demethylation, DELFIA europium; inhibition, % at 2.35 µM; Q9H3R0; 0.069% of 330,000 active; AID 2099;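 active = more than half of a compound's replicate wells show inhibition beyond 50%, single wells judged on their own value; inconclusive = some, but no more than half, of replicates pass 50% inhibition; inactive = no replicate passes 50% inhibition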;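 also: signal counts dimethyl H3K9 product captured on neutravidin plate; 0% = median of DMSO wells and 100% = 0.3 times that DMSO median; strong numbers were not always called active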
Target sequence (Q9H3R0 1-420 limits assumed): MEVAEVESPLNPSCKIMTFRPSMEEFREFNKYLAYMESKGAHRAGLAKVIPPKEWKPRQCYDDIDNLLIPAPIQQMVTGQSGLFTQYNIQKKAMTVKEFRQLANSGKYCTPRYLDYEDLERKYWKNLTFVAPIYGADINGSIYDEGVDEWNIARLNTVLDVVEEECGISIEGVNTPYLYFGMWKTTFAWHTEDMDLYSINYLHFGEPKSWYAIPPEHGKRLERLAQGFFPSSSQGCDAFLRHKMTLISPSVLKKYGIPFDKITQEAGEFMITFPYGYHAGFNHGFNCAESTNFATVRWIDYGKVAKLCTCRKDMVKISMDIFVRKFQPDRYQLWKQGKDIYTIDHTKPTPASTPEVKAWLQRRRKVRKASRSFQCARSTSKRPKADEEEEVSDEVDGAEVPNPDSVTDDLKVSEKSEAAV
procasp7 counter: activates human procaspase-7, counter-screen for procaspase-3 activators; 0.093% of 330,000 active; AID 463210; activation, % at 8.5 µM; P55210; recombinant procaspase-7, Ac-DEVD-pNA absorbance 405 nm; D23A/D198A/D206A triple mutant, cannot self-cleave; scale: DMSO 0, 5 µM enzyme 100;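 active = percent activation above the screen-wide mean plus 3 SD, cut at about 25% in these data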
Target sequence (P55210 whole entry D23A/D198A/D206A): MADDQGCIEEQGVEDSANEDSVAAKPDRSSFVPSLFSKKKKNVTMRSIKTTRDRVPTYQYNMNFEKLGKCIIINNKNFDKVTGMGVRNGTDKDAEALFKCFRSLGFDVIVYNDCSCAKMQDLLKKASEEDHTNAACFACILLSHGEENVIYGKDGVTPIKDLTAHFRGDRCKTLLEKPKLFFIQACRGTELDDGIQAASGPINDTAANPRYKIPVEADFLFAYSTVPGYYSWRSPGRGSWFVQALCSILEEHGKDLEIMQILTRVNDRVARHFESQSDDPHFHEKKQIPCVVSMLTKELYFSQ
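Assay system: Uncleavable procaspase-7 mutant enzyme | Input: 2 µM procaspase-7 mutant as dispensed | Timing: 1 h compound preincubation, 2 h substrate cleavage, 25 °C | Repeats: One well per compound | Control set: DMSO wells as 0%, DMSO with 5 µM added PC-7 as 100% | Technique: Epi-absorbance of released pNA at 405 nm, two timepoints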
CTSL1 counter: cathepsin L1 inhibition, PFM18AAP counter-screen; 0.49% of 300,000 active; inhibition, % at 5.96 µM; recombinant F. hepatica cathepsin L1, Z-Leu-Arg-MCA fluorescence;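 active = inhibition above the mean of all tested compounds plus 3 SD, set per screening campaign, cut at about 17% in these data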;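 also: 0% = plate median of test compound wells and 100% = 1 µM Z-Phe-Ala-diazomethylketone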
procasp3 activ: activates human procaspase-3. 0.11% of 330,000 active. recombinant procaspase-3 D3A, Ac-DEVD-pNA absorbance 405 nm. activation, % at 8.5 µM;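 active = activation above the mean of all tested compounds plus 3 SD, cut at about 21% in these data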;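 also: 0% = DMSO alone and 100% = DMSO wells spiked with extra 5 µM PC-3 D3A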
Target sequence (P42574 whole entry D9A/D28A/D175A): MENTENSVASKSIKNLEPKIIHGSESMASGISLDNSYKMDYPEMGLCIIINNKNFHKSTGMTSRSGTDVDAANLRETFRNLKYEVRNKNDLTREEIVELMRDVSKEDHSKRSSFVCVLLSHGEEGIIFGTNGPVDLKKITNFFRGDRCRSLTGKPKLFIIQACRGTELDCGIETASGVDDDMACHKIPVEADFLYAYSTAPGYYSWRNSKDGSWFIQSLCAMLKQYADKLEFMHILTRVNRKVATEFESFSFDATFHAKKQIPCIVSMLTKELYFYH
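Test system: Procaspase-3 D3A mutant; medium: Zinc-free HEPES/NaCl buffer with 0.01% Triton X-100 at pH 7.4; reagent: DEVD-pNA substrate; doses: one concentration, 8.5 µM nominal, 0.8% DMSO; times: 1 h preincubation plus 2 h reaction at 25 °C; signal: Epi-absorbance at 405 nm of released p-nitroaniline, 0 and 120 min; replicates: singlicate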
PP1 counter: blocks human PP1-alpha phosphatase, a PP5 counter-screen. P62136. AID 2235. purified PP1alpha, OMFP fluorescence. 0.9% of 320,000 active. inhibition, % at 6.7 µM;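 active = inhibition above the mean inhibition of all tested compounds plus 3 SD, computed separately for each screening campaign, cut at about 15% in these data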
PP5 inh: PP5 (human) phosphatase inhibition | 0.18% of 320,000 active | AID 1987 | purified PP5c, OMFP substrate fluorescence | inhibition, % at 6.7 µM;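 active = inhibition above the campaign's mean inhibition across all tested compounds plus 3 SD, cut at about 9.5% in these data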;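 also: 0% = DMSO only and 100% = 100 µM cantharidin control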
Efflux pump mplx: blocks antifungal efflux pumps in multiplex yeast assay; 0.44% of 330,000 active; inhibition, % at 10 µM; S. cerevisiae Candida pump triplex, Nile Red efflux;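 active = plate passing quality check with inhibition over a set limit, or well fluorescence over plate mean plus 4 SD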;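 also: Nile Red retained in pooled yeast measured as flow cytometry median fluorescence; 0% = buffer negative control and 100% = Enniatin B positive control; higher means more Nile Red kept so more efflux inhibition; some compounds called inactive have numbers as strong as hits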
Active calls of the source: *; ? = inconclusive; . = no result given.

Second line of a record: TPT1 inh	core dimer inh	JMJD2C inh	procasp7 counter	CTSL1 counter	procasp3 activ	PP1 counter	PP5 inh	Efflux pump mplx
(1) O=C(Nc1cc(C(F)(F)F)ccc1Cl)C(Sc1cccc[n+]1[O-])c1ccccc1 (stereo unspecified)
→ 0	-1	?	4	-1	-7	5	0.2	0.2
(2) Cc1ccccc1-n1cc(CNC(=O)CC2C(=O)NCCN2C/C=C/c2ccccc2)cn1 (stereo unspecified)
→ -1	0	9	2	-1	5	10	2.3	-0.1
(3) CC1(C)O[C@@H]2[C@H](O1)[C@@H](CO)O[C@H]2n1cnc2c(=O)[nH]cnc21
→ .	.	2	-2	.	-3	-1	0.9	0.8
(4) CC1CCCCC1NC(=O)Cn1ncc2ccccc21 (stereo unspecified)
→ -2	3	-8	7	0	3	-4	1.0	0.0
(5) COc1ccc(CN2CCC(N(CCc3ccccc3)Cc3ccccc3)CC2)c(OC)c1
→ 2	-4	32	0	-1	0	6	-1.3	0.0
(6) CCc1cccc(C)c1NC(=O)C1CC=CCC1C(=O)O (stereo unspecified)
→ -6	1	-3	14	-2	4	-2	1.8	0.0
(7) O=C(O)CCn1c(=O)[nH]c(=O)n(CCC(=O)O)c1=O
→ 0	-1	2	6	-2	4	-7	0.3	-0.1
(8) Cc1ccc(CN(C(=O)Cn2nnc3ccccc32)C(C(=O)NCc2ccco2)c2ccc(C)o2)cc1 (stereo unspecified)
→ 2	20	-29	-6	2	5	-1	1.2	0.2
(9) CC(C)(C)NC(=O)NC(=O)CSc1nnc(-c2ccccc2F)n1N
→ -1	3	-6	6	0	-6	-6	-0.6	0.1
(10) CC(C)(C(N)=O)c1ccccc1
→ 3	7	1	5	-3	-2	1	1.3	-0.1
(11) CCOc1ccc(OCCn2nnc3ccccc3c2=O)cc1
→ -3	-1	-20	8	-2	-7	-3	-0.8	0.1
(12) CC(=O)N(C)c1ccc(N2CCOCC2)c2c1C(=O)c1ccccc1C2=O
→ 1	-13	-1	3	0	-5	-2	4.5	-0.1
(13) Cc1cccc(NC(=S)NCCc2ccc(Cl)cc2)c1C
→ -3	-7	2	5	-1	13	5	1.9	0.0
(14) Cc1ccc(S(=O)(=O)N/N=C/c2c(F)cccc2Cl)cc1
→ -3	-11	15	-16	2	-15	3	1.4	0.0
(15) CC(Oc1ccccc1F)C(=O)NNC(=O)CCNC(=O)c1ccccc1Cl (stereo unspecified)
→ -1	-5	3	6	-7	-6	-5	3.0	0.2
(16) CC(=O)c1c(C)[nH]c(C(=O)OCC(=O)c2c(N)n(C)c(=O)n(C)c2=O)c1C
→ 0	-9	3	-4	-1	1	-6	1.6	0.4
(17) COc1ccnc2c1c(=O)n(Cc1ccc(Cl)cc1)c(=O)n2C
→ 0	-13	14	-2	4	-3	2	-0.3	-0.1
(18) O=C(Nc1ccc(N2CCOCC2)c(F)c1)c1ccncc1
→ -3	-3	-3	6	2	0	-2	-0.9	0.0
(19) Cc1ccc(C)c(-n2ccnc2SCC(=O)O)c1
→ -5	-3	-12	9	-2	1	-4	-1.6	-0.1
(20) COc1c(/C=N/Nc2nc(N3CCCCC3)nc(N3CCCCC3)n2)cccc1[N+](=O)[O-]
→ 1	16	36	-4	-1	0	0	3.1	0.2
(21) Cc1ccc(SCC(=O)O/N=C(\N)c2ccncc2)cc1
→ 3	12	9	-5	-38	7	-1	2.8	-0.1
(22) CCOC(=O)c1sc2nc(CSc3ccccc3)nc(NCCN(C)C)c2c1C
→ 3	-6	2	-2	1	4	4	0.3	-0.3
(23) CC(=O)N1N=C(c2c(-c3ccccc3)c3cc(Br)ccc3[nH]c2=O)CC1c1ccco1 (stereo unspecified)
→ -1	8	-2	-1	0	-8	3	1.7	0.1
(24) CC(=O)Nc1ncc(Cc2cccc(Cl)c2Cl)s1
→ 1	7	-10	9	-1	14	1	2.3	0.0
(25) O=[N+]([O-])c1ccc2ncnc(Nc3ccc4c(c3)OCCO4)c2c1
→ 2	0	1	1	5	7	-4	1.3	-0.1
(26) CCCCCCCN1CCN=C1Nc1ccccc1
→ 2	-9	0	-5	0	2	-3	-0.6	-0.1
(27) CCOC(=O)c1c(C)[nH]c(C)c1C(=O)CSc1nc2ccccc2[nH]1
→ 1	0	-7	3	-5	13	-1	1.6	-0.1
(28) c1ccc(Cn2nnnc2CN2CCOCC2)cc1
→ -2	2	-1	3	-3	-11	-2	-2.6	0.2
(29) Cc1ccc(NC(=O)CN2C(=O)S/C(=C\c3cccn3C)C2=O)cc1
→ 9	1	0	-9	6	-14	9	-1.8	-0.1
(30) C=CCOC(=O)C1=C[C@@H](c2ccc(Br)cc2)C[C@@H](OCCCCO)O1
→ -4	12	-3	9	5	-3	5	1.6	0.0
(31) Cc1n[nH]c(C)c1S(=O)(=O)N1CCCC(C(=O)NCc2cccs2)C1 (stereo unspecified)
→ 1	-2	-27	-6	1	-1	-2	0.5	0.1
(32) N#C/C(C(=O)Nc1ccc(Cl)cc1)=C(/S)Nc1ccccc1
→ -5	-8	-18	-22	2	-15	10	6.7	0.5
(33) O=C(Nc1nc2ccccc2s1)C1CC(=O)N(c2ccc(Cl)cc2)C1 (stereo unspecified)
→ 5	-8	22	4	1	-5	-2	5.6	0.2
(34) O=C(c1ccccc1)c1ccccc1N/C=C/c1nnnn1-c1ccccc1
→ -1	25	-24	4	0	8	9	1.9	-0.2
(35) C(/C=C/c1ccccn1)=C\c1ccccc1
→ -5	-11	2	4	1	-3	0	2.4	-0.1
(36) Fc1cccc(-c2cc3nc(-c4ccccc4)cc(N4CCC5(CC4)OCCO5)n3n2)c1
→ 3	11	-6	30*	5	22*	1	-0.4	0.0
(37) CCCCC(=O)Nc1ccc(C(=O)NNC(=S)NC(=O)c2cccs2)cc1
→ -4	-13	11	-17	-3	-4	9	4.4	-0.7
(38) N#Cc1ccc(NC(=S)NCCN2CCOCC2)cc1
→ 1	4	-5	-4	1	-1	3	1.4	0.0
(39) CCOc1ccc(N(CC(=O)N2CC=C(c3ccccc3)CC2)S(=O)(=O)c2c(C)noc2C)cc1
→ -2	13	2	0	1	5	-6	-0.1	-0.1
(40) N#Cc1c(NC(=O)c2cc(-n3cnnc3)ccc2Cl)sc2c1CCCC2
→ 2	12	13	0	6	-5	3	1.3	0.0
(41) COc1ccnc(Oc2ccc(F)cc2)c1C(=O)N/C=N/OCc1ccc(Cl)cc1Cl
→ 3	3	-6	-3	3	2	-2	3.5	0.1
(42) CCOCCCNCc1cccc(OCc2ccc(F)cc2)c1
→ -2	1	2	1	-2	6	-4	0.2	-0.1
(43) Cc1c(C(=O)NNC(=S)NCc2ccc(Cl)cc2)oc2ccccc12
→ -8	-17	2	-12	5	3	4	3.3	-0.3
(44) OC1(c2ccccc2)Cc2cccc[n+]2C1c1ccccc1 (stereo unspecified)
→ 2	-5	-13	-1	3	2	-7	1.4	0.3
(45) Cc1noc(NS(=O)(=O)c2ccc(N/C=C/C(=O)c3ccc(F)cc3)cc2)c1C
→ -2	5	7	3	4	0	-1	-2.5	-0.1
(46) COc1ccc(NC(=O)CN(c2ccc([N+](=O)[O-])cc2)S(=O)(=O)c2ccccc2)c(OC)c1
→ -3	1	2	5	-2	6	6	4.4	-0.2
(47) COc1ccccc1NC(=O)c1cc(-c2ccc(C)o2)nc2ccccc12
→ -2	8	-6	-4	1	9	0	2.0	0.1
(48) COc1cccc(/C=C/C(=O)OCC(=O)NC(=O)NC2CCCCC2)c1
→ -2	-2	-38	4	-3	2	2	1.2	0.1
(49) COc1ccc(N2CCN(C(=O)CCCn3c(=S)[nH]c4cc5c(cc4c3=O)OCO5)CC2)cc1
→ 2	9	14	1	-1	7	-3	4.9	0.3
(50) Cc1nn(-c2cccc(Cl)c2)c2nc(-c3ccco3)cc(C(=O)O)c12
→ 1	10	45	-2	2	3	2	3.6	-0.1
(51) COc1ccccc1CNC(=O)C1CCCN(S(=O)(=O)c2cccc3cccnc23)C1 (stereo unspecified)
→ -1	-7	-6	8	2	12	-2	0.9	-0.1
(52) CSc1ccc(C(C(C(=O)c2cccs2)N2CCOCC2)N2CCOCC2)cc1 (stereo unspecified)
→ -3	-11	4	-17	1	-1	-1	2.6	-0.1
(53) N#Cc1ccc(NC(=O)COC(=O)CNC(=O)C2CCCCC2)cc1
→ -2	0	6	8	31*	-6	-2	-1.8	-0.1
(54) O=C(COC(=O)c1c(F)cccc1Cl)NCC1CCCCC1
→ .	.	3	11	.	0	.	.	-0.1
(55) O=C(NCc1ccccc1)C1CCN(C(=O)Cc2ccccc2)CC1
→ -2	12	4	-5	3	-7	-1	2.6	-0.1
(56) CN(CCC#N)C(=O)c1cc2c(s1)-c1ccccc1SC2
→ 3	-3	-8	-5	3	-9	0	2.4	-0.2
(57) COc1ccc(NS(=O)(=O)c2cc(NC(=O)Cc3c(F)cccc3Cl)ccc2OC)cc1
→ .	.	0	-3	.	1	-3	6.4	0.0
(58) NS(=O)(=O)c1ccc(CNC(=O)c2cc(=O)[nH]c3ccccc23)cc1
→ -1	2	10	-4	-2	4	-1	1.5	0.3
(59) Nc1cccc(Oc2c(F)c(F)c(Oc3cccc(N)c3)c(F)c2F)c1
→ -2	-10	-11	-3	0	-13	0	7.5	0.3
(60) CCCCN(C(=O)COC(=O)COc1c(C)cc(C)cc1C)c1c(N)n(CCC)c(=O)[nH]c1=O
→ 5	1	7	2	-2	-7	4	-3.7	-0.1

Following part.
Second line of a record: TPT1 inh	core dimer inh	JMJD2C inh	procasp7 counter	CTSL1 counter	procasp3 activ	PP1 counter	PP5 inh	Efflux pump mplx
(61) O=c1[nH]cc(S(=O)(=O)c2ccccc2)[nH]1
→ -2	-2	-5	3	-2	2	-3	-1.0	0.1
(62) CS(=O)(=O)c1ncc(CO)n1Cc1ccccc1
→ 0	1	5	11	-1	6	-1	0.8	0.0
(63) CCCCNC(=O)COC(=O)c1cc(F)c(F)cc1Cl
→ 1	3	0	-14	3	3	6	0.5	0.0
(64) O=C(C[C@H]1C/C=C\C[C@H](Cc2ccc(F)cc2)C(=O)OCCNC1=O)NCCO
→ .	.	8	-10	.	3	.	.	-0.1
(65) O=C(CSc1nnc(-c2ccc(O)cc2)o1)NNC(=O)c1ccncc1
→ -1	0	-231	0	-4	5	3	3.1	0.2
(66) C[C@H](CO)N1C[C@H](C)[C@@H](CN(C)S(C)(=O)=O)Oc2c(NC(=O)Nc3ccc4c(c3)OCO4)cccc2C1=O
→ .	.	2	-2	.	-8	.	.	-0.1
(67) CCOc1ccc(S(=O)(=O)NCc2csc(C)n2)cc1
→ 1	-5	-5	8	-2	4	-4	-1.5	0.1
(68) COc1ccccc1C(=O)n1nc(-c2ccco2)nc1SC
→ -1	3	-1	0	2	11	13	-2.0	0.1

Screening data: PubChem BioAssay, several laboratories
